Screening results: PubChem BioAssay, several laboratories
MOR-DOR ag: OPRM1-OPRD1 heterodimerization agonism. cells, luminescence. AID 504326. P35372+P41143. activation, % at 9.3 µM. actives 0.3% (n = 340,000); in the data active = activation above about 18%;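 also: 0% = vehicle-treated cells and 100% = reference agonist; values of inactives mirror those of a sister screen read the other way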
HTR5A inv ctr: HTR5A inverse agonism, opioid heterodimer counter-screen; actives 0.083% (n = 340,000); P47898; inhibition, % at 9.3 µM; HTR5A cell line, luminescence; in the data active = inhibition mostly above about 23%, no sharp cut-off; inactive = mostly below about 18%;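 also: 0% = cells with DMSO and 100% = no-cell wells with DMSO; some compounds called inactive have numbers as strong as hits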
Target sequence (P47898 whole entry, looked up): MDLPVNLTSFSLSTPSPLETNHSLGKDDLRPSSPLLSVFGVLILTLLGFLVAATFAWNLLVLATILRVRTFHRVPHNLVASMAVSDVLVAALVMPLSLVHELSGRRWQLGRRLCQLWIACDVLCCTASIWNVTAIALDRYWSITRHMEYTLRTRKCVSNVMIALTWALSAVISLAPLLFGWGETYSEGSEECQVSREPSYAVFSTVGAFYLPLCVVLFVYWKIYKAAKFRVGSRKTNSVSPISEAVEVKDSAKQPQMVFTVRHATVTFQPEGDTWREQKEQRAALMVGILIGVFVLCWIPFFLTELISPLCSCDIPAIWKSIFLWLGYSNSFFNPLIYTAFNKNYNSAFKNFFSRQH
PfHsp90 set2: reduces growth (ATP signal) of yeast expressing P. falciparum Hsp90. AID 504621. inhibition, % at 9.4 µM. actives 0.32% (n = 310,000). S. cerevisiae expressing PfHsp90, BacTiter-Glo ATP, 48 h; yeast lacking PDR1 and PDR3 efflux regulators;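 active = every replicate shows inhibition above about 80%, whatever the replicate mean, limit read from the data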;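 also: 0% = DMSO neutral controls and 100% = 20 µM radicicol positive controls; yeast relying on Plasmodium falciparum Hsp90 in place of its own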
Pemphigus Ab inh: blocks pemphigus antibody binding to human desmoglein-3 | P32926 | DSG3-coupled beads, scFv-anti-DSG3-GFP binding, flow cytometry; active compounds read low | binding (percent of control), % at 10 µM | actives 0.48% (n = 310,000) | AID 588358;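 active = binding more than 3 SD below its plate's average and above zero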;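 also: hits lower antibody fragment binding to DSG3; some compounds called inactive have numbers as strong as hits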
PKA-R1A act: activators of PKA-R1A complex; P00514+P68181; PKA-R1A dissociation, Cy5-IP20 fluorescence polarization; scaled: DMSO 0%, 113 µM cGMP 100%; activation, % at 11.4 µM; actives 0.083% (n = 340,000); AID 504707;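 active = percent activation above the mean of all tested compounds plus 3 SD, cut at about 19% in these data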;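 also: higher means more PKAc released from R1A so a rise in polarization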
SUMO Mot1 rescue: blocks SUMOylation pathway, rescuing yeast Mot1-301 growth. S. cerevisiae Mot1-301 growth rescue, ATP luminescence, 38.5C; percent above DMSO median, 100 means doubled. growth rescue, % at 18.8 µM. actives 1% (n = 320,000). AID 2716;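 active = every valid replicate shows activation above 250% relative to neutral control wells; inactive = the rest, any valid replicate at or below 250%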;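 also: OY570 slx delta 5 strain wells were the positive control but not used for scaling; some compounds called inactive have numbers as strong as hits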
phage Ecoli inh: E. coli growth loss with phage present; AID 651602; growth absorbance; inhibition, % at 11.9 µM; actives 0.26% (n = 360,000); in the data active = inhibition above about 11%
Ecoli viability: bacterial growth inhibition, counter-screen for AddAB inhibitors; actives 0.27% (n = 330,000); E. coli V3065 growth, OD600 absorbance, 18 h; inhibition, % at 11.9 µM;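 active = inhibition above the campaign's mean inhibition across all tested compounds plus 3 SD, cut at about 9.9% in these data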;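 also: uninfected addAB+ strain grown without phage in ampicillin broth; 0% = DMSO wells and 100% = ciprofloxacin 0.95 µg/ml wells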
AddAB inh: less growth of phage-infected E. coli with AddAB. E. coli expressing H. pylori AddAB, absorbance growth. inhibition, % at 11.9 µM. actives 0.29% (n = 330,000); in the data active = inhibition above about 12%;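 also: 0% = vehicle wells of infected cells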
HTR5A ag ctr: HTR5A agonism, opioid heterodimer counter-screen | P47898 | HTR5A agonist assay, luminescence, cell-based | activation, % at 9.3 µM | actives 0.61% (n = 340,000); in the data active = activation mostly above about 9.5%, no sharp cut-off; inactive = mostly below about 7.6%;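 also: 0% = cells with vehicle only and 100% = reference agonist; strong numbers were not always called active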
MOR-DOR inv ag: inverse agonists of human mu-delta opioid receptor heterodimerization; cell-based MOR-DOR heterodimer luminescence, inverse agonism; inhibition, % at 9.3 µM; actives 0.21% (n = 340,000); AID 504357; in the data active = inhibition above about 22%, passing the limit was not always enough;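 also: 0% = cells with DMSO and 100% = wells without cells with DMSO; values of inactives mirror those of a sister screen read the other way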
An asterisk follows results filed as active; · = not tested or not shown; & = joins results of further samples.

SMILES	MOR-DOR ag	HTR5A inv ctr	PfHsp90 set2	Pemphigus Ab inh	PKA-R1A act	SUMO Mot1 rescue	phage Ecoli inh	Ecoli viability	AddAB inh	HTR5A ag ctr	MOR-DOR inv ag
COc1ccc(-n2nc(C(=O)Nc3ccc4c(c3)OCO4)c3c4ccccc4n(C)c3c2=O)cc1	-0.8	11.4	-15.7	94.9	-9.7	-6.5	1.9	-0.8	-1.0	5.7	4.4
COc1cc(C(=O)Nc2c(C(=O)O)[nH]c3ccccc23)cc(OC)c1OC	-2.9	6.8	-11.7	100.0	-14.5	552.0	1.6	·	·	-1.9	13.0
FC(F)(F)c1nc2ccccc2nc1N/N=C\c1ccccc1	2.3	-6.6	10.3	·	-4.7	570.5	1.1	-0.6	3.6	2.8	-9.5
CCN(Cc1ccccc1)Cc1c(C)[nH]c2c(C)c(C)ccc2c1=O	-1.7	-6.0	·	103.5	-2.7	7.2	1.9	-1.2	1.2	2.5	8.2
COc1ccccc1N1CCN(C(=O)c2oc3ccc(Br)cc3c2C)CC1	1.5	-6.0	-62.0	100.8	0.9	-11.0	3.6	-2.4	-3.0	2.2	-9.1
COc1ccc(C2NC(=O)NC(c3ccccc3)=C2c2nc3ccccc3s2)cc1 (stereo unspecified)	0.4	3.0	-24.8	96.0	-2.1	-24.7	4.2	-1.7	0.6	-2.3	-2.4
C/C(NC(=O)c1ccccc1)=C1/C(=O)CC2C1C2(C)C (stereo unspecified)	11.1	-16.0	-3.6	99.1	-3.2	10.7	-1.7	-4.5	0.3	6.4	-46.6
C/C(=N\NC(=O)Cn1c(-c2ccccn2)nc2ccccc21)c1ccccc1	·	·	-5.5	101.8	-3.5	15.9	1.8	-0.6	-1.0	·	·
O=C(NCC1CCCO1)c1ccc2c(c1)N(Cc1ccccc1)C(=O)CS2 (stereo unspecified)	-2.1	-6.5	19.0	·	4.8	297.6	2.9	2.9	0.8	1.9	11.6
CC12CCC(C(=O)Nc3ccc4c(c3)OCCO4)(OC1=O)C2(C)C (stereo unspecified)	-0.7	17.3	18.7	91.5	-3.1	-2.1	2.4	-1.3	1.7	-0.2	3.3
F[B-](F)(F)c1cnc2ccccc2c1	-4.8	-11.2	4.3	108.8	5.0	·	1.5	·	·	3.0	22.4
Cc1ccc(S(=O)(=O)Nc2ncccn2)cc1	-4.0	9.8	-5.1	97.2	-4.8	-15.6	0.8	0.7	5.3	-2.6	18.3
O=C(N/N=C/c1cccc(Br)c1)c1ccc(Cn2cc(Br)cn2)o1	-1.3	2.8	-6.1	99.8	1.2	74.1	2.6	-0.3	0.3	-1.0	8.0
Cc1c(NC(=O)c2cc3c(=O)n4ccccc4nc3s2)c(=O)n(-c2ccccc2)n1C	-1.8	5.5	-7.1	91.9	-5.7	4.7	1.7	2.5	-2.8	0.7	9.4
O=C1c2ccccc2NC(c2ccc(F)cc2)N1Cc1ccco1 (stereo unspecified)	0.9	-21.6	-30.1	104.3	1.9	0.7	0.8	-2.8	1.8	6.3	-4.6
CC(NC(=O)c1ccc(S(=O)(=O)N(C)C)cc1)c1ccc(-n2ccnc2)cc1 (stereo unspecified)	-0.4	13.7	10.8	·	-4.5	-16.7	1.0	0.6	-0.3	-5.2	2.7
COc1cccc(NC(=O)CSc2nncn2N)c1	-3.7	3.8	38.9	·	1.6	-10.8	2.4	-0.4	2.9	5.2	17.1
CCN(CC)C(=O)[C@H]1CC(CC(=O)NCc2ccc(OC)c(OC)c2)C(=O)N2CCc3c([nH]c4ccccc34)[C@]12C (stereo partly specified)	-3.8	-14.6	20.0	100.8	-21.4	1.0	3.2	-4.7	-2.2	4.0	17.7
CC1(C(=O)NCc2ccc(F)cc2)Oc2ccccc2NC1=O (stereo unspecified)	-0.6	0.6	11.5	·	-2.1	8.2	1.2	0.7	-1.2	-0.2	2.6
COc1ccc([N+](=O)[O-])cc1NC(=O)CCN1CCN(c2ccccc2OC)CC1	-0.4	7.1	31.1	101.3	1.4	-21.8	3.5	-1.4	0.1	-2.7	2.0
S=C(S)N1CCCC1	-0.8	21.9	23.3	88.5	4.4	17.2	3.0	1.9	1.6	-6.1	4.2
CC1CCN(C(=O)c2ccc(S(=O)(=O)Cc3cccc(F)c3)c([N+](=O)[O-])c2)CC1	4.6	11.5	-3.4	99.1	-6.3	-0.5	2.4	0.1	3.7	4.0	-28.3
CC(C)OC(=O)CC1C(=O)NCCN1C(=S)NC(=O)c1ccccc1Cl (stereo unspecified)	1.7	-0.5	14.4	97.0	-11.7	-10.3	1.0	-1.1	-0.9	0.2	-12.1
CCn1c(SC)nnc1-c1nn(-c2ccccc2)ccc1=O	-2.7	29.6	3.0	101.9	-13.5	-7.5	1.3	2.1	0.9	-1.1	13.7
O=C(Nc1ccc(N2CCN(C(=O)c3ccc(Cl)cc3)CC2)cc1)c1ccc(Br)o1	-1.0	8.2	17.2	98.8	-0.2	-2.8	4.5	3.0	1.0	-2.9	5.5
(more compounds)
SMILES	MOR-DOR ag	HTR5A inv ctr	PfHsp90 set2	Pemphigus Ab inh	PKA-R1A act	SUMO Mot1 rescue	phage Ecoli inh	Ecoli viability	AddAB inh	HTR5A ag ctr	MOR-DOR inv ag
Cc1ccc(-n2ncc3c2CC(C)(C)CC3NC(=O)Cc2c(C)noc2C)cc1 (stereo unspecified)	-1.1	-35.2	1.3	100.1	-13.2	1.1	1.3	0.8	-0.5	4.0	7.6
Cc1cc(NC(=O)CSc2nnc(-c3ccncc3)n2N)ccc1Br	-3.2	-2.9	13.4	94.2	-16.4	·	4.8	1.4	-0.9	0.8	17.6
Cn1cc(C=O)c(-c2ccc3c(c2)OCCCO3)n1	1.8	16.9	-4.0	108.8	-11.5	6.0	1.1	-1.3	3.9	-1.5	-12.7
CN1CCN(C(=O)c2cc3nc(-c4ccc(Cl)cc4)cc(C(F)(F)F)n3n2)CC1	-1.1	-2.6	26.0	·	-14.9	13.3	0.7	0.6	1.6	1.1	4.4
O=[N+]([O-])c1cnc(Nc2ccccc2)nc1Nc1ccccc1	-0.2	-29.5	-7.1	92.2	-7.7	-13.4	1.8	-2.6	-0.5	7.5	1.1
O=C(N/N=C\c1ccc([N+](=O)[O-])s1)C1COc2ccccc2O1 (stereo unspecified)	2.8	2.6	-9.1	102.5	13.5	-2.2	0.3	1.0	4.0	-1.0	-11.4
N=c1c[n+](N2CCOCC2)[n-]o1	1.6	21.9	-13.2	101.6	-0.6	157.5&-13.4	3.2	0.5&2.9	1.6&-1.1	0.8	-8.6
O=C(COC(=O)c1ccco1)Nc1ccc2c(c1)OCCO2	-0.6	-20.4	7.7	107.9	-6.0	·	2.2	2.6	1.4	7.4	3.4
CC(C)Oc1ccc(/C=C(\NC(=O)/C=C/c2ccco2)C(=O)NCCc2nc3ccccc3[nH]2)cc1	-0.2	11.8	2.0	·	-3.3	8.9	1.7	1.4	-0.2	2.9	1.2
CCc1ccc(C(=O)NNC(=O)c2cccc(S(=O)(=O)N3CCN(C)CC3)c2)cc1	-1.3	9.7	·	104.6	-4.9	·	3.1	·	·	-3.5	8.4
Cc1cc(NC(=O)CSc2nnc(Cc3ccccc3)n2C)no1	-2.0	-27.3	2.1	·	2.0	0.1	4.9	-2.8	-1.6	10.2	12.3
COc1cc(NC(=S)NCCCN2CCOCC2)c(OC)cc1NC(=O)c1ccco1	-2.5	-24.1	36.5	97.2	-6.0	6.6	0.1	-0.1	3.0	8.5	15.8
O=C(NC(NC(=S)Nc1cccc(C(=O)O)c1)C(Cl)(Cl)Cl)OCc1ccccc1 (stereo unspecified)	-2.7	7.6	22.8	109.7	2.7	4.9	0.7	-0.3	2.8	2.9	14.6
O=C(NCCOc1ccccc1F)C1CC(=O)N(c2ccc3c(c2)OCCO3)C1 (stereo unspecified)	-3.2	5.4	6.4	·	1.8	3.4	6.6	0.5	1.8	-0.9	12.0
CC(C)(C)n1nc2c(c1NC(=O)C1CC(=O)N(c3ccc(Cl)cc3)C1)CS(=O)(=O)C2 (stereo unspecified)	-1.4	4.9	-10.6	·	-2.9	-2.6	1.6	-0.3	0.6	3.3	7.3
CCN(CC)S(=O)(=O)c1ccc(-n2cnc3cc(C)c(C)cc32)nc1	2.7	-27.3	-38.5	123.1	-1.6	-5.6	1.2	0.8	0.3	9.2	-22.1
CC(=O)Oc1ccc(C2(C)CC(C)(C)NC(=S)N2C)c(OC(C)=O)c1 (stereo unspecified)	-2.5	10.6	-11.9	98.4	-8.6	8.6	3.0	1.9	0.7	-3.9	11.5
Cc1cccn2cc(CCNS(=O)(=O)c3ccc4c(c3)OCCO4)nc12	-1.1	-4.5	-4.0	98.2	-10.6	-2.9	1.6	0.8	-0.3	3.7	6.2
COc1cccc(Nc2nnc(SCc3nc4ccccc4s3)s2)c1	-0.2	-14.6	18.3	119.6	-0.2	61.5	2.8	1.1	-0.8	2.1	1.3
COc1ccc(CCNC(=O)CC(Cc2ccccc2)C(=O)O)cc1OC (stereo unspecified)	-4.3	-3.3	-1.0	107.6	7.3	-4.1	1.7	-1.4	-0.3	0.9	20.1
Cc1ccc(COC(=O)c2cccc(S(=O)(=O)N3CCCCCC3)c2)cc1	-1.1	9.8	-5.9	87.7	-12.9	5.0	0.9	-1.9	-0.8	-4.0	4.4
CCSc1nnc(-c2sc3nnc(-c4ccccc4)c(-c4ccccc4)c3c2N)o1	1.3	0.2	-33.7	169.8	-2.4	39.0	-0.1	1.4	2.6	-12.3	-7.7
CCOC(=O)c1[nH]c(C)c(C(=O)OCC(=O)N2CCCCC2C)c1C (stereo unspecified)	-2.8	-16.6	-7.4	110.1	-3.9	323.6	0.5	-2.4	0.1	-0.4	14.3
CN(CC(=O)NC1CCCC1)S(=O)(=O)c1cccc(Cl)c1	-1.1	-12.3	1.6	87.0	4.4	-10.3	2.7	-2.7	1.4	3.2	5.8
COC(=O)C(NC(C)=O)(Nc1cc(C)ccn1)C(F)(F)F (stereo unspecified)	-1.8	5.0	1.2	·	-4.2	-23.3	-1.8	0.6	-1.1	-1.9	9.1

At a glance, 4 of the compounds above:
SMILES	MOR-DOR ag	HTR5A inv ctr	PfHsp90 set2	Pemphigus Ab inh	PKA-R1A act	SUMO Mot1 rescue	phage Ecoli inh	Ecoli viability	AddAB inh	HTR5A ag ctr	MOR-DOR inv ag
O=C(COC(=O)c1ccco1)Nc1ccc2c(c1)OCCO2	-0.6	-20.4	7.7	107.9	-6.0	·	2.2	2.6	1.4	7.4	3.4
CC(C)Oc1ccc(/C=C(\NC(=O)/C=C/c2ccco2)C(=O)NCCc2nc3ccccc3[nH]2)cc1	-0.2	11.8	2.0	·	-3.3	8.9	1.7	1.4	-0.2	2.9	1.2
CCc1ccc(C(=O)NNC(=O)c2cccc(S(=O)(=O)N3CCN(C)CC3)c2)cc1	-1.3	9.7	·	104.6	-4.9	·	3.1	·	·	-3.5	8.4
Cc1cc(NC(=O)CSc2nnc(Cc3ccccc3)n2C)no1	-2.0	-27.3	2.1	·	2.0	0.1	4.9	-2.8	-1.6	10.2	12.3
